MsrA act = activators of bovine methionine sulfoxide reductase A; 0.3% of 360,000 active; purified bovine MsrA, absorbance read-out; activation, % at 10.6 µM; in the data active means activation above about 7.5%;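 further: 0% = vehicle and 100% = reference activator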
MsrA inh = bovine MsrA inhibition; 0.75% of 360,000 active; purified bovine MsrA, absorbance read-out; AID 651718; inhibition, % at 15.5 µM; in the data active means inhibition above about 4.5%;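 further: 0% = vehicle wells with enzyme and 100% = reference inhibitor wells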
SKN-1 block = inhibitors of C. elegans SKN-1. C. elegans VP596 Pgst-4::GFP/RFP ratio, acrylamide-induced, 24 h. inhibition, % at 21.8 µM. 0.49% of 360,000 active. AID 624304;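 active means interference check ratio from 0.5 to 1.5 plus GFP to RFP signal ratio inhibition reaching or exceeding a fixed threshold, cut at about 30% in these data, passing the limit was not always enough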; further: some compounds called inactive have numbers as strong as hits
NRP1-CendR mod = modulators of CendR peptide binding to human neuropilin-1. O14786. FAM-RPARPAR peptide binding to NRP-1, fluorescence polarization. inhibition, % at 25 µM. 0.85% of 360,000 active;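 active means inhibition or corrected inhibition above about 18%, plus a signal ratio from 0.5 to 1.5, limit read from the data, passing the limit was not always enough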; further: strong numbers were not always called active
Target sequence (O14786 whole entry, looked up): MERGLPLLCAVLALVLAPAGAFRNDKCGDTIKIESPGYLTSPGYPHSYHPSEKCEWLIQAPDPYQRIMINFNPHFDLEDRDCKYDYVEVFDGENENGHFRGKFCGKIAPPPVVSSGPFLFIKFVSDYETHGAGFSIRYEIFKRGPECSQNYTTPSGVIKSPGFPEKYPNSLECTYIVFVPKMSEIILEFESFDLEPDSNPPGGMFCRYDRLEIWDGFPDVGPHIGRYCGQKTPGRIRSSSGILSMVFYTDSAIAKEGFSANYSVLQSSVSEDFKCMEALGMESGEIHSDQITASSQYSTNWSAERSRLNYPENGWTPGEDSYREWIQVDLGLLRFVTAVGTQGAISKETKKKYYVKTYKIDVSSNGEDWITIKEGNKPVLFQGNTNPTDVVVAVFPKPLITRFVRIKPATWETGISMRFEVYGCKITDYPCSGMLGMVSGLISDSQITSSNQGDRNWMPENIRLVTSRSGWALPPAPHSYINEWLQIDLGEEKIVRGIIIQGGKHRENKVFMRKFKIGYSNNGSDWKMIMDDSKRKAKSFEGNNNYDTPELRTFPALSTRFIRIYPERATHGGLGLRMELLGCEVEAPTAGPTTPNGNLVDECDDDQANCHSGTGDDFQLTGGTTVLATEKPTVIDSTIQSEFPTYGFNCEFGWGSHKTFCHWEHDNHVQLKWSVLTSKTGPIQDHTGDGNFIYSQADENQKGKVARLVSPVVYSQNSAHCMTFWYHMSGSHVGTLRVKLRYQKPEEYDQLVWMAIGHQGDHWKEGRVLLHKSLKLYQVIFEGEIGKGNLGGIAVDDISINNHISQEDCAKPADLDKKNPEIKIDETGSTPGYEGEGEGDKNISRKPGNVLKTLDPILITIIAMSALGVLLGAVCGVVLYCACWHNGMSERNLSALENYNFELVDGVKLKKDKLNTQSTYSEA
TbMetRS inhib = blocks T. brucei methionyl-tRNA synthetase activity | purified T. brucei MetRS, ATP depletion, Kinase-Glo luminescence | inhibition, % at 11.9 µM | 0.4% of 360,000 active | AID 624268;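 active means inhibition above a per-plate cutoff of the control wells' mean inhibition plus 3 SD, cut at about 5.5% in these data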;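 further: 0% = DMSO wells median and 100% = median of wells with control inhibitor compound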
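Test system – parasite MetRS enzyme · Reagent – substrates ATP, L-methionine and bulk Escherichia coli tRNA · Doses – 11.9 µM compound single dose, 0.9% DMSO · Times – 15 min enzyme-compound preincubation, 2 h reaction, 10 min detection, 25 °C · Signal – Kinase-Glo luminescence, ATP depletion format · Controls – DMSO-only wells as low control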
FAS-TE inh = inhibitors of human fatty acid synthase thioesterase domain; recombinant FAS-TE, OMFH fluorogenic substrate, fluorescence endpoint; 0.67% of 360,000 active; P49327; inhibition, % at 15 µM;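 active means compounds whose normalised, plate-corrected inhibition of enzyme fluorescence in the single-dose primary screen is 50% or more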;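 further: 0% = DMSO with enzyme and 100% = substrate without enzyme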
eLon inh = E. coli protease La inhibition | P0A9M0 | purified E. coli Lon protease, fluorescence polarization | inhibition, % at 7.94 µM | 0.42% of 360,000 active; in the data active means inhibition above about 13%, passing the limit was not always enough;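 further: 0% = enzyme with probe and DMSO and 100% = no enzyme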
PABP1 MLLE inh = inhibitors of microRNA-mediated deadenylation, human PABP1 MLLE binding; 0.36% of 360,000 active; AID 588489; inhibition, % at 20 µM; GST-MLLE / FITC-PAM2 fluorescence polarization; in the data active means inhibition above about 35%, passing the limit was not always enough;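 further: plate controls were DMSO wells with GST-MLLE for no effect and wells lacking GST-MLLE protein for full effect; some results filed as inactive read as strong as hits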
MT1-MMP act inh = blocks activation of human MT1-MMP | GFP/RFP ratio change, % at 20 µM | P50281 | 0.061% of 360,000 active | HT1080 RFP-PRO-GFP cells, GFP/RFP ratio fluorescence, overnight; percent of plate control window, DMSO zero | AID 651647;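 active means GFP/RFP ratio change of at least 30% with cell ATP level not reduced by more than half and red fluorescence within 50% of control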; further: strong numbers were not always called active
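Test system: HT1080 cells expressing an RFP-PRO-GFP fluorescent reporter construct / Compound dosing: single-point 20 µM compound, 1% DMSO / Schedule: cells overnight before dosing, compound overnight, 37 °C, 5% CO2 / Evaluation: GFP/RFP fluorescence ratio / Control set: DMSO and RFP-L50D-GFP cell wells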
* = called active by the depositor; x = not tested or not shown.

SMILES	MsrA act	MsrA inh	SKN-1 block	NRP1-CendR mod	TbMetRS inhib	FAS-TE inh	eLon inh	PABP1 MLLE inh	MT1-MMP act inh
CCOC(=O)c1c(C)n(OCc2ccccc2)c2ccc3nonc3c12	0	-0.8	10	-12	-0.2	24	4	0	-4
CSc1nc(C(=O)N2CCCC(N3CCN(c4ccccc4C)CC3)C2)cs1 (stereo not given)	-2	-0.3	11	-11	-0.3	1	-6	-10	1
Cc1ccc(NC(=O)CCS(=O)(=O)c2cccc3nonc23)cc1	-2	-0.8	-6	-2	0.0	-2	9	3	1
O=C(COc1nncc2ccccc12)Nc1ccc(F)c(F)c1	0	-1.1	3	9	0.8	3	2	-8	-5
O=C(Nc1ccccn1)c1ccc([N+](=O)[O-])cc1Cl	-6	0.0	9	5	0.9	-9	11	0	-2
CCCS(=O)(=O)NC(=O)C1(C)CCN(C(=O)c2cccc(C(F)(F)F)c2)C1 (stereo not given)	-6	1.0	1	7	-0.1	-8	-13	8	10
O=C1CCc2ccccc2N1Cc1ccccc1	1	0.6	15	4	-0.2	-4	8	-2	-3
COc1ccc(NC(=O)C2CC(c3c(F)cccc3Cl)=NO2)cc1OC (stereo not given)	-3	-0.5	9	-7	-1.8	-1	2	11	4
CC(C)(CO)NC(=O)CC1C(=O)NCCN1Cc1ccc(-c2ccccc2)cc1 (stereo not given)	-2	0.2	-2	-4	0.1	-3	-5	-4	2
OCc1ccccc1-c1cnc2sc(NCc3ccc(F)cc3)nn12	-2	-0.7	8	-10	-0.1	2	7	-13	-5
Cc1ccc(-c2nc3ccc(Cl)cn3c2CC2CCCCC2)cc1	-14	-0.2	5	12	-1.1	-6	-7	2	1
O=C(N/N=C/c1ccc([N+](=O)[O-])o1)c1ccncc1	4	3.3	7	-5	0.3	-6	-5	17	-1
CCN(CC)CCCN(C(=O)c1cccs1)c1nc(-c2ccc(OC)cc2)cs1	-2	x	-10	5	-0.3	-5	-1	16	-12
CC(OC(=O)CN1C(=O)c2ccccc2C1=O)C(=O)N(C)c1ccccc1 (stereo not given)	-1	-0.7	6	0	-0.3	-1	-5	8	0
O=c1cc(O)nc[nH]1	-16	-1.1	1	5	-1.4	-8	0	7	0
CSc1ccc(Cl)c(C(=O)NCCOc2cc(C)ccc2C(C)C)c1	-5	0.3	6	0	-1.0	26	-1	4	0
CCCc1ccc(-c2cc(C(=O)N3CCN(c4ccccn4)CC3)c3ccccc3n2)cc1	-6	0.4	3	9	-1.0	28	6	-3	0
COc1ccccc1CNC(=O)CN(c1ccc(C)cc1)S(=O)(=O)c1c(C)noc1C	-3	-1.1	10	2	0.0	9	4	-4	-2
CC(C)c1ccc(/C=C/C(=O)O)cc1	-4	0.6	6	-1	-0.4	-6	0	4	0
CCn1c(SCC(=O)Nc2nc3ccc(C)cc3s2)nc2c(c1=O)SC(C)C2 (stereo not given)	-4	x	23	14	-0.4	24	-6	2	-17

Quoted at random: 6 compounds from above, in no set order.
SMILES	MsrA act	MsrA inh	SKN-1 block	NRP1-CendR mod	TbMetRS inhib	FAS-TE inh	eLon inh	PABP1 MLLE inh	MT1-MMP act inh
CCN(CC)CCCN(C(=O)c1cccs1)c1nc(-c2ccc(OC)cc2)cs1	-2	x	-10	5	-0.3	-5	-1	16	-12
CCn1c(SCC(=O)Nc2nc3ccc(C)cc3s2)nc2c(c1=O)SC(C)C2 (stereo not given)	-4	x	23	14	-0.4	24	-6	2	-17
CC(OC(=O)CN1C(=O)c2ccccc2C1=O)C(=O)N(C)c1ccccc1 (stereo not given)	-1	-0.7	6	0	-0.3	-1	-5	8	0
COc1ccc(NC(=O)C2CC(c3c(F)cccc3Cl)=NO2)cc1OC (stereo not given)	-3	-0.5	9	-7	-1.8	-1	2	11	4
O=c1cc(O)nc[nH]1	-16	-1.1	1	5	-1.4	-8	0	7	0
CCCc1ccc(-c2cc(C(=O)N3CCN(c4ccccn4)CC3)c3ccccc3n2)cc1	-6	0.4	3	9	-1.0	28	6	-3	0

Next results follow.
SMILES	MsrA act	MsrA inh	SKN-1 block	NRP1-CendR mod	TbMetRS inhib	FAS-TE inh	eLon inh	PABP1 MLLE inh	MT1-MMP act inh
CCC(CC)C(=O)N(c1ccc(F)cc1)C1C=CS(=O)(=O)C1 (stereo not given)	-6	-1.0	-11	9	-0.7	-11	-7	-3	-1
CC1(C)CC(=O)C(Br)=C(O)C1	-1	-1.2	-8	-7	-0.3	-3	5	-14	1
Cn1c(=O)c2c(nc(CN3CCN(C(=O)c4ccco4)CC3)n2CCCc2ccccc2)n(C)c1=O	-5	-0.5	-9	-4	-0.2	5	2	-8	0
Cc1ccccc1-c1nc(CN2CCCC(C(=O)NCCCN3CCOCC3)C2)c(C)o1 (stereo not given)	-3	1.1	5	-14	-1.0	-12	-9	-6	11
COc1cc(/C=N/NC(=O)C(C)n2nnc3ccccc32)ccc1O (stereo not given)	-4	3.8	-5	0	0.1	-4	0	3	3
CCn1c(CNc2ccc(C)cc2)nnc1SCC(N)=O	-2	0.5	-9	8	-0.4	-5	-3	-11	6
Cn1c(SCC(N)=O)nnc1C1CCN(S(=O)(=O)c2ccccc2C(F)(F)F)CC1	-3	-0.3	21	10	-1.2	-9	-4	-14	-5
CCc1ccc(NC(=O)CSc2ccccn2)cc1	-6	-0.6	-1	-3	-0.8	1	3	1	0
Cc1cccc(Oc2ncc(-c3ccc(Cl)cc3)cn2)c1C	-1	1.0	21	18	-1.1	14	3	-14	0
Cc1ccc(S(=O)(=O)N2CC=C(C(=O)NC3CC3)CC2)cc1	-1	-0.5	6	4	0.6	-3	0	6	6
O=C(CCNC(=O)c1ccco1)NCc1ccc(C(=O)O)cc1	-3	0.4	31	8	0.0	-8	-1	-20	-1
CC(C)CN(C(=O)c1ccc(S(=O)(=O)N2CCCCC2)cc1)C1CCS(=O)(=O)C1 (stereo not given)	1	0.8	22	-7	-0.5	-9	4	6	1
CSCCC(NC(=O)COc1ccccc1)C(=O)N1CC(C)OC(C)C1 (stereo not given)	-8	0.0	-17	-2	0.0	4	3	-1	-2
Cc1ccc(S(=O)(=O)C(CNC(=O)C(C)C)c2cccs2)cc1 (stereo not given)	-5	1.4	4	1	-0.5	-10	-10	8	0
CCCCN(C)C(=O)c1ccc(S(=O)(=O)N2CCOCC2)cc1	-2	-0.3	5	5	-0.5	-5	12	-6	-2
Cc1nc2ccccc2c2oc(C(=O)NC3CC3)cc12	-2	-1.6	10	1	-0.4	-4	-2	-14	0
Nc1nc(NCc2ccco2)nc(N2CCCCC2)c1[N+](=O)[O-]	-1	1.4	7	-10	-0.5	0	-6	-2	-2
Cc1cc(C)cc(NC(=O)Cc2ccc(NC3=NC4CS(=O)(=O)CC4S3)cc2)c1 (stereo not given)	-4	-0.2	-1	-8	0.1	-4	-3	-91	0
CCC(CC)C(=O)NCCCN1CCOCC1	-5	-0.6	-3	-6	0.1	-13	-4	-5	3
CCn1c(C)nc2cc(C(=O)N/N=C(\C)c3ccc(OC)cc3O)ccc21	-2	3.0	3	2	-0.6	1	5	-8	4

Of the compounds above, these have a nitro group on carbon.
SMILES	MsrA act	MsrA inh	SKN-1 block	NRP1-CendR mod	TbMetRS inhib	FAS-TE inh	eLon inh	PABP1 MLLE inh	MT1-MMP act inh
O=C(Nc1ccccn1)c1ccc([N+](=O)[O-])cc1Cl	-6	0.0	9	5	0.9	-9	11	0	-2
O=C(N/N=C/c1ccc([N+](=O)[O-])o1)c1ccncc1	4	3.3	7	-5	0.3	-6	-5	17	-1
Nc1nc(NCc2ccco2)nc(N2CCCCC2)c1[N+](=O)[O-]	-1	1.4	7	-10	-0.5	0	-6	-2	-2

Following part
SMILES	MsrA act	MsrA inh	SKN-1 block	NRP1-CendR mod	TbMetRS inhib	FAS-TE inh	eLon inh	PABP1 MLLE inh	MT1-MMP act inh
O=C(Nc1ccc(Cl)cc1)c1sccc1-n1cccc1	-2	1.6	18	4	-0.7	29	-2	12	-5
Cc1ccc(NC2=CC(=O)OC(C)C2)cc1 (stereo not given)	-1	0.3	-8	12	-0.4	-10	7	17	3
COc1ccccc1C(=O)Nc1ccc2c(c1)nc(CCNC(C)=O)n2C	-2	-0.1	-1	8	-0.2	-3	-1	-3	9
CCCCCn1c(N2CCCC2)nc2c1c(=O)n(C)c(=O)n2C	1	0.1	-10	-1	3.9	1	-14	14	-2
OCC1OC(n2cnc3c(N4CCCC4)ncnc32)C(O)C1O (stereo not given)	-1	0.2	1	8	-0.1	-9	-14	0	-7
CS(=O)(=O)c1ccc(Cl)c(NC(=O)C2CC(=O)N(c3ccc4c(c3)OCCO4)C2)c1 (stereo not given)	-2	-0.8	15	0	-0.1	-5	-23	0	-5
CCc1ccc2[nH]c(=O)c(CN(CCN(C)C)C(=O)Nc3ccccc3OC)cc2c1	-5	0.6	15	8	-0.8	-6	3	-1	3
CC(C(=O)Nc1ccc2[nH]c(=O)[nH]c2c1)N1CCN(Cc2ccc3c(c2)OCO3)CC1 (stereo not given)	0	-0.4	-2	1	-0.2	-5	-6	6	1
CCOC(=O)N1CCN(c2ccc(C(F)(F)F)cn2)CC1	-9	-0.5	3	-5	-1.2	-2	-5	4	5
CCOC(=O)c1cnn2c(C(F)F)cc(C3CC3)nc12	-1	0.4	-3	18	-0.1	-5	0	-2	-3
CCNC(=O)Nn1c(-c2ccccc2)nc2ccccc2c1=O	-7	2.1	-21	1	-0.7	-7	1	11	0
Cn1c(N)cc(-c2ccc(F)cc2)c(C#N)c1=O	-3	1.7	0	0	0.1	-4	2	-15	1
Cc1ccc(NC(=O)COC(=O)CN2C(=O)NC(C)(C)C2=O)cc1S(=O)(=O)N1CCOCC1	6	-0.1	-2	-9	-0.8	-1	-5	4	1
O=C(CN1C(=O)NC2(CCc3ccccc32)C1=O)c1ccc(Cl)cc1 (stereo not given)	-3	-1.3	0	-3	0.0	4	1	4	-2
Cc1c(Cl)cccc1NC(=S)N1CCN(S(=O)(=O)c2cccs2)CC1	-6	0.6	0	1	0.2	8	9	-33	-2
N#C/C(=C\c1ccc(-c2nc3ccccc3s2)o1)C(N)=O	0	0.4	1	-36	-0.1	-4	-17	16	-21
Cc1cc(C(=O)CSc2nc3ccc(Cl)cc3[nH]2)c(C)n1C	-4	0.2	0	-8	1.1	6	-8	-50	0
COc1ccccc1NC(=O)CSc1nc(N)c(-c2ccccc2)c(=O)[nH]1	1	-0.5	5	-9	-0.6	-2	-5	-11	1
Cc1ccc(C(=O)N2[C@@H]3CN(C)C(=O)[C@@]2(Cc2ccccc2)[C@H]2C(=O)N(C)C(=O)[C@@H]32)cc1	-2	-1.6	-2	-17	-0.1	-12	-3	2	-2
COc1cc(/C=C2/SC(=Nc3ccc(O)cc3)NC2=O)ccc1O	-6	3.4	0	-110	-0.4	-7	-135	-127	-181
CCOc1ccc(/C=N/Nc2nncc(-c3ccccc3)n2)cc1OC	-2	0.9	6	8	1.3	-7	1	-8	9

Structural class: those above with a CF3 group.
SMILES	MsrA act	MsrA inh	SKN-1 block	NRP1-CendR mod	TbMetRS inhib	FAS-TE inh	eLon inh	PABP1 MLLE inh	MT1-MMP act inh
CCCS(=O)(=O)NC(=O)C1(C)CCN(C(=O)c2cccc(C(F)(F)F)c2)C1 (stereo not given)	-6	1.0	1	7	-0.1	-8	-13	8	10
Cn1c(SCC(N)=O)nnc1C1CCN(S(=O)(=O)c2ccccc2C(F)(F)F)CC1	-3	-0.3	21	10	-1.2	-9	-4	-14	-5
CCOC(=O)N1CCN(c2ccc(C(F)(F)F)cn2)CC1	-9	-0.5	3	-5	-1.2	-2	-5	4	5

Compound activity deposited in PubChem by several laboratories.
